DAX1 inh-1: inhibitors of human orphan nuclear receptor DAX1 (NR0B1); P51843; HEK293 Gal4-DAX1 luciferase reporter, luminescence; inhibition, % at 6.75 µM; hit rate 0.99% among 340,000; AID 504766;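 active = inhibition above the mean over all tested compounds plus 3 SD, cut at about 4.2% in these data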;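 also: 0% = DAX1-transfected cells with DMSO and 100% = empty-vector control cells with DMSO; inhibition shows as a rise in luminescence from relieved DAX1 repression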
NPR2 activator: GC-B (human) receptor activation; hit rate 0.11% among 370,000; AID 1920062; activation, % at 10 µM; HEK293-GC-B cells, CNP EC30, cGMP TR-FRET; 0% at EC30 CNP, 100% saturating CNP;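 active = activation at 10 µM reaching about 35% in either raw or pattern-adjusted values, limit read from the data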
Target sequence (P20594 whole entry, looked up): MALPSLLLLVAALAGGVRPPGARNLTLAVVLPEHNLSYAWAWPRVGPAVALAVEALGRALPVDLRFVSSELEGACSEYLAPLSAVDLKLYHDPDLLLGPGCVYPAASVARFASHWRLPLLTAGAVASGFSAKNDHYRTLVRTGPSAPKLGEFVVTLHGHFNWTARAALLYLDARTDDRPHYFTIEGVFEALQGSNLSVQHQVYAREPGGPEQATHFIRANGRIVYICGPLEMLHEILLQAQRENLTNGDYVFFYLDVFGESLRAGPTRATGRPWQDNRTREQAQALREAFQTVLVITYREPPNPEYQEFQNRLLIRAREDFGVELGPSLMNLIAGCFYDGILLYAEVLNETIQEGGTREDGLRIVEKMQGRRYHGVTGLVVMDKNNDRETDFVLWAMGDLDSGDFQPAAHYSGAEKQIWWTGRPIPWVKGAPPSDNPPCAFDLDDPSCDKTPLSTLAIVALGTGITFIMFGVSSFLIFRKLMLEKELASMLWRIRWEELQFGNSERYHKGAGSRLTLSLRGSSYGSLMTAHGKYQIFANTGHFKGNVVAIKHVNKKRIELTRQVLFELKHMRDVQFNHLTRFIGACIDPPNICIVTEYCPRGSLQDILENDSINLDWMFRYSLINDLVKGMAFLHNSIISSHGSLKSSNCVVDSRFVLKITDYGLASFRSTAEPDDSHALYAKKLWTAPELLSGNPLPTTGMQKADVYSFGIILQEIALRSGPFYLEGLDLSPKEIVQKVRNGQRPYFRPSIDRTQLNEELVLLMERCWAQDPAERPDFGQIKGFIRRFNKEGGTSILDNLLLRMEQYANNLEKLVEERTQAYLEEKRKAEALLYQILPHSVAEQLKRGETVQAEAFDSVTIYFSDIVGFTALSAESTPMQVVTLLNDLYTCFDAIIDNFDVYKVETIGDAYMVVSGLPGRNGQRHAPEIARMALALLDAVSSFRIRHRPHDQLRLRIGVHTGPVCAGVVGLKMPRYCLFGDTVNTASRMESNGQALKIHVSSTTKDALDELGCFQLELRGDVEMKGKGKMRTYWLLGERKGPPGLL
hcDAF-12 act: activates DAF-12 receptor from parasite H. contortus | hit rate 1.4% among 370,000 | activation, % at 6.8 µM | HEK293 hcDAF-12 lit1-tk-luc reporter, luminescence; 0% DMSO, 100% Δ7-dafachronic acid;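 active = activation above the mean of all tested compounds plus 3 SD, cut at about 5.5% in these data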;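 also: 100% = response to 3 µM Δ7-dafachronic acid high control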
GC-A act: GC-A (human) enzyme activation. P16066. HEK293 GC-A cells, cGMP TR-FRET, EC30 ANP; 0% at EC30 ANP, 100% saturating ANP. activation, % at 10 µM. hit rate 0.14% among 370,000; in the data active = activation above about 40%
hgDAF12 agonist: hgDAF-12 agonism, primary luciferase screen. HEK293 GAL4-hgDAF12 UAS-luciferase reporter, agonist luminescence; normalized to butyrate control. activation, % at 6.8 µM. hit rate 1.8% among 370,000;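 active = activation above a cutoff set at the mean of all screened compounds plus 3 SD, cut at about 10% in these data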;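 also: 0% = DMSO wells and 100% = sodium butyrate wells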
sPLA2-III inh: Inhibits HGIII-sPLA2 liposome hydrolysis, primary screen; QFRET BODIPY PC-A2 liposome hydrolysis, fluorescence; inhibition, % at 12.2 µM; hit rate 0.56% among 370,000; AID 743126;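 active = inhibition above mean plus 3 SD of compounds lying within the high and low control bounds, cut at about 19% in these data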;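 also: 0% = median of test compound wells and 100% = no enzyme DMSO wells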
FXN GAA850 act: frataxin GAA850 promoter activation; HEK293 lucGAA850 FXN promoter luciferase reporter, 24 h; percent of 10 µM SAHA response; activation, % at 6 µM; hit rate 0.56% among 360,000;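 active = activation above the average of all compounds screened plus 3 SD, cutoff fixed separately per campaign, cut at about 7.5% in these data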;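 also: 0% = DMSO wells and 100% = 10 µM SAHA wells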
ssDAF12 agonist: S. stercoralis DAF-12 activation, primary screen; HEK293 ssDAF-12/GRIP1 lit1-tk-luc reporter, luminescence; % of 3 µM dafachronic acid response; activation, % at 6.8 µM; hit rate 1% among 370,000;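 active = activation above the mean over all tested compounds plus 3 SD, cut at about 0.9% in these data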;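 also: 0% = DMSO-only wells and 100% = 3 µM delta7-dafachronic acid wells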
SMARCA2 act: SMARCA2 function activation, primary screen; hit rate 1% among 370,000; activation, % at 9.1 µM; MG213 cells, MMTV-luciferase reporter, dexamethasone, overnight; in the data active = activation above about 7.8%;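 also: 0% = vehicle wells and 100% = reference activator wells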
ADAM10 inh: ADAM10 inhibition, QFRET primary screen; hit rate 0.62% among 370,000; recombinant ADAM10, EDANS/DABCYL FRET peptide cleavage, 3 h; O14672; inhibition, % at 7 µM;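 active = inhibition above a per-campaign cutoff equal to the mean of compounds falling between control-based bounds plus 3 SD, cut at about 20% in these data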;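 also: 0% = DMSO wells while the 100% control is not disclosed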
DAX1 inh-2: blocks DAX1 repression of SF-1 activated StAR promoter; AID 652010; hit rate 1.1% among 370,000; HEK293T StAR-luciferase reporter, SF-1/DAX-1 repression relief; inhibition, % at 6.8 µM;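 active = inhibition above the mean over all tested compounds plus 3 SD, cut at about 3.6% in these data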;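 also: 0% = DAX-1 cells with DMSO and 100% = cells lacking DAX-1 with DMSO; higher inhibition means more luminescence from relief of DAX-1 repression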
Numbers without * were called inactive; i = inactive; . = not tested or not shown. Not a hit list, and some 6.6% of all compounds hit somewhere here.

mol	DAX1 inh-1	NPR2 activator	hcDAF-12 act	GC-A act	hgDAF12 agonist	sPLA2-III inh	FXN GAA850 act	ssDAF12 agonist	SMARCA2 act	ADAM10 inh	DAX1 inh-2
CCc1cc(C(c2ccccn2)N2CCN(C)CC2)c(NC(=O)c2ccccc2)s1 (stereo unspecified)	0.3	-17	0.3	-25	1.1	10	-0.7	-0.7	-2	5	-0.8
CN1C(N)=NC(=O)/C1=C\c1ccc(Br)cc1	1.1	-3	1.0	8	2.8	5	2.0	-0.2	-2	-15	0.1
CCC(C)NC(=O)c1cc2c(=O)n3cccc(C)c3nc2s1 (stereo unspecified)	-0.1	3	-1.2	8	-0.7	-2	2.1	-0.9	-2	i	-0.4
OCC[C@@H]1C[C@H](O)[C@@H](O)[C@@]2(CCc3ccccc3CO2)O1	1.6	-1	-0.1	3	2.4	1	-0.2	-1.1	0	-2	-0.4
O=C(COC(=O)C1CCN(c2ccc(C(F)(F)F)cn2)CC1)Nc1ccc(Cl)cn1	-0.6	4	1.6	-1	-0.7	-2	0.9	0.0	3	3	0.0
CCOc1ccc(N2C(=O)CC(N3CCN(C4CCc5ccccc5C4)CC3)C2=O)cc1 (stereo unspecified)	-0.5	1	-0.5	4	-3.0	-1	-0.1	-0.3	1	-2	0.2
CCCN(C(=O)CSc1nnc(-c2ccc3c(c2)OCO3)o1)C1CCS(=O)(=O)C1 (stereo unspecified)	0.0	8	-0.5	1	0.9	-4	-0.9	-0.4	-3	-10	-0.2
COc1ccccc1NC(=O)N1CCN(c2ccc3nnc(-c4ccc(F)cc4)n3n2)CC1	-0.8	-2	-2.6	0	-4.8	-8	4.1	-1.9	-1	2	-0.7
COc1ccc([C@H]2N[C@]3(CCCN(Cc4ccco4)C3=O)[C@H]3C(=O)N(C)C(=O)[C@@H]23)cc1	0.9	2	-1.3	-2	-0.3	2	0.6	-1.1	-4	-13	-0.4
COc1cc2ccccc2cc1C(=O)Nc1sc2c(c1C(N)=O)CCN(C(C)C)C2	0.7	-4	-1.6	12	-0.4	-34	1.2	-0.8	-2	-125	0.8
CC(c1ccco1)N(C(=O)c1ccccc1NS(=O)(=O)c1ccc(Cl)cc1)c1ccccn1 (stereo unspecified)	-0.7	-3	0.0	-1	-2.5	-25	2.8	0.2	1	-11	-0.2
C=CCOc1c(Br)cc(C2NC(=O)NC(C)=C2C(C)=O)cc1OCC (stereo unspecified)	-0.3	-4	-2.5	-2	0.5	-7	-1.1	-1.7	-2	-6	-0.7
C=CCOC(=O)C1=C[C@@H](c2coc3ccccc3c2=O)C[C@@H](OCc2ccc(CO)cc2)O1	0.1	-6	-0.8	-1	-0.7	-9	3.2	-0.9	-1	7	0.1
O=C(c1ccncc1)N1CCN(C(=O)c2ccncc2)CC1	0.8	-4	-1.1	5	-0.6	5	0.2	-0.8	0	-6	0.6
COCCN(C(=O)CCc1nnc(Cc2c[nH]c3ccccc23)o1)C(C)C	0.1	2	2.9	3	7.2	-6	3.4	-0.5	0	-7	0.0
COCc1cc(=O)n2[nH]c(C(C)(C)C)cc2n1	2.1	-1	-2.1	2	-0.8	6	0.0	-1.3	-7	-29	-0.8
Cn1cccc1C(=O)OCC(=O)Nc1ccc2c(c1)OCO2	-0.3	-4	-0.4	-1	3.6	2	-0.3	-0.8	-2	9	0.5
Cc1ccc(NCc2ccncc2)c(Br)c1	-0.6	0	-0.3	0	0.3	-3	1.3	-1.4	-2	1	-0.8
COc1cc(OC)c2c(c1)C(=O)OC2OC (stereo unspecified)	1.9	1	-0.6	-3	-1.7	-4	1.1	-0.7	1	3	-0.5
COC(=O)NCC1(C)CC(NC(=O)OC)CC(C)(C)C1 (stereo unspecified)	0.3	5	-1.4	-1	0.0	5	-0.2	-1.1	-1	4	0.5
O=C(Nc1ccc2nc([C@H]3C[C@H](O)[C@@H](CO)O3)[nH]c2c1)NC(c1ccccc1)c1ccccc1	.	-5	0.2	3	4.4	-6	-0.3	-0.6	0	1	-0.3
Cc1nn(-c2ccccc2)c(NC(=O)c2ccccc2)c1Br	0.1	-4	1.3	11	-2.7	7	-2.0	-1.0	-3	4	-0.7
O=C(Nc1ccc(Cl)cc1Cl)c1csc(-c2cccnc2)n1	1.2	-3	5.0	4	2.6	7	1.5	-0.7	-4	-2	0.2
Cc1ccc(S(=O)(=O)NCCC(=O)NC(C)CCc2ccccc2)cc1 (stereo unspecified)	0.2	-5	-1.0	0	1.8	5	-0.1	-0.2	-3	-8	-1.0
O=C(NNC(=O)C1CC1)c1cc(Br)c(Br)s1	1.4	0	-1.8	5	-2.5	-5	2.2	-1.4	-1	9	0.0
CC(C)(C)c1ccc(C(=O)NC2CCN(Cc3ccccc3)CC2)cc1	-2.3	7	-2.5	2	-0.6	-18	2.6	-1.1	-3	0	-1.1
CC(C)CN(C(=O)c1ccco1)C1CCS(=O)(=O)C1 (stereo unspecified)	0.6	4	-0.7	3	-0.3	4	1.0	-1.0	-1	-9	0.3
CCOC(=O)CSc1ncc(-c2cccc(Cl)c2)cn1	-0.7	-7	-0.2	1	-2.9	0	1.0	-1.4	-4	1	0.5
CCS(=O)(=O)N1CCCC(C(=O)NC2CCCCC2)C1 (stereo unspecified)	1.3	-3	-1.9	-1	-1.6	4	0.9	-1.4	2	7	-0.5
O=C(COC(=O)c1ccc(F)c(S(=O)(=O)N2CCOCC2)c1)NCCc1ccccc1	0.0	5	-0.5	1	1.9	4	-0.1	-1.0	-1	-3	-0.7
O=C(COc1ccccc1Cl)Nc1cccc(S(=O)(=O)N2CCCC2)c1	-1.0	1	-1.7	0	0.8	-20	2.1	-1.8	-3	1	0.9
CCO[C@@H]1OC(C(=O)NCc2nc3ccccc3[nH]2)=C[C@H](C2CC2)[C@H]1CCCO	-2.5	-6	-2.0	0	1.1	5	-4.7	-1.0	1	3	-1.8
COC(=O)C[C@@H]1CC[C@H](NC(=O)CC2CC2)[C@@H](CO)O1	.	-1	0.1	6	1.6	3	.	-0.7	1	-4	-0.1
Cc1ccc(/C=N/Nc2nc(C)cc(C)n2)cc1	0.8	-1	-0.7	1	3.3	-5	3.7	-1.4	0	-5	-0.1
CCn1c(-c2csc3c2CCCC3)n[nH]c1=S	0.5	3	-1.0	1	-1.1	29*	1.0	-1.4	-2	18	-0.9
O=S(=O)(NCc1ccccc1)c1ccc(S(=O)(=O)N(Cc2ccccn2)Cc2ccco2)cc1	0.1	1	0.8	-1	2.1	-14	-1.7	-1.3	-6	13	0.3
Cc1c(NC2=CC(=O)CC(C)(C)C2)ccc([N+](=O)[O-])c1C	-1.1	-5	-0.4	3	-2.1	5	1.3	-1.7	-1	-3	-0.9
Cc1cccc(C)c1OCc1cc(C(=O)N2CCN3CCCC3C2)no1 (stereo unspecified)	0.2	-1	-1.2	-1	3.3	-5	0.9	-0.6	1	0	0.9
Cc1ccc(Nc2nc(Cl)c(C=O)s2)cc1Cl	-0.6	0	0.9	-1	2.6	-12	0.2	-0.8	-1	-33	-2.8
Cc1cc(C(=O)O)ccc1-c1ccc(CO)o1	1.3	1	-1.3	4	3.9	1	0.6	-1.5	0	-92	-0.7
O=C(O)c1cncc(C#CCC2CCCCC2)c1	4.0	-3	0.1	4	2.9	-4	2.9	-0.5	4	4	0.5
Cc1nc2ccc(NC(=O)c3sccc3C)cc2s1	1.3	0	-0.1	2	12*	0	6.6	-0.7	6	-8	2.0
COc1cc(OC)cc(-c2cc3nc(C)c(CCC(=O)O)c(C)n3n2)c1	-3.6	-1	-8.2	-3	-20	-2	-13	-3.3	-7	-27	-6.0
COc1cc(Cl)c(C)cc1NC(=O)CCCn1c(=O)oc2ccccc21	0.4	-9	1.8	-7	0.0	-13	3.5	-1.1	2	3	-0.6
CCO/C(C)=N/n1c2nc3ccccc3nc2c2c(=O)n(Cc3ccccc3Cl)c(C)nc21	-0.9	6	-2.4	13	-0.8	2	2.5	-0.8	-1	-35	-0.6
Cc1nc(Cl)sc1C(=O)Nc1ccc(Cl)cc1	-0.2	0	-2.4	2	4.1	13	2.2	-2.1	2	5	-0.1
Cc1ccc(/C=C/S(=O)(=O)NCC(=O)OCC(=O)Nc2ccc(C(N)=O)cc2)cc1	-0.7	3	-1.6	3	-1.5	8	2.3	-1.2	-3	-10	0.3
CC1CCCN(C(=O)/C(=C/c2ccco2)NC(=O)c2ccccc2)C1 (stereo unspecified)	-1.7	3	2.6	-4	1.4	-5	1.8	-1.0	-4	-1	-0.1
Cc1cc([N+](=O)[O-])ccc1NS(=O)(=O)c1ccccc1	-0.7	2	-1.1	1	-1.0	-14	0.3	-1.4	4	-2	-0.2
CCCCN1C(=O)/C(=C2/C=CC=CN2C)SC1=S	0.8	-3	-1.0	1	2.3	5	0.3	-1.3	-1	2	0.1
CC(=O)Nc1ccc(S(=O)(=O)N(C)CC(=O)NC2=NCCS2)cc1	0.2	0	-0.5	1	-0.6	-2	1.2	-1.6	1	6	-0.3
Cc1ccc(-c2nn(CC(=O)N(C)C)c(=O)c3ccccc23)cc1S(=O)(=O)N(C)C	0.2	-1	-1.7	4	0.3	3	2.5	-1.7	1	4	-0.8
O=C(NC1CCCCCCC1)c1cc(-c2ccccn2)nc2ccccc12	-0.5	-7	0.9	0	-0.1	3	1.3	0.2	-4	5	0.5
COC(=O)Cc1[nH]nc2c1C1(CCSCC1)C(C#N)=C(N)O2	0.1	-5	-1.1	-3	-1.6	11	-1.3	-1.8	1	-3	-0.3
CN1C(=O)C[C@@](C#N)(C(=O)NCC(F)(F)F)[C@H]1c1ccccc1	.	6	2.8	3	3.4	-1	.	-1.2	3	-1	0.0
CC(C(=O)NCC1CCCO1)n1cccc1C(=O)c1ccccc1 (stereo unspecified)	-0.2	2	-0.8	-9	-0.5	1	2.2	-0.9	1	4	0.1
CC(C)Cc1ccc(C(C)C(=O)N2CCOCC2)cc1 (stereo unspecified)	-1.1	0	-1.1	4	-1.1	-2	2.2	-1.5	-2	-2	-0.4
O=C(Cn1cc(-c2ccccn2)nn1)NS(=O)(=O)c1cccc(OC(F)F)c1	.	-6	-0.9	-1	2.4	-5	0.6	-1.0	-2	3	-1.0
COC(=O)c1ccc(NC(=O)CCS(=O)(=O)c2ccc(Br)cc2)cc1	1.4	-2	-0.6	-1	1.2	-9	-0.9	-1.4	0	3	-0.4

Source: PubChem BioAssay
